# NSD2 inh – blocks human NSD2 histone methyltransferase activity | NSD2-SET H3K36me1 DELFIA fluorescence, biochemical | inhibition, % at 12.5 µM | 0.07% of 44,000 active | AID 624260; in the data active = inhibition above about 54%, passing the limit was not always enough;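 note: inhibitors reduce the monomethyl H3K36 fluorescence signal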
# Target sequence (O96028 whole entry, looked up): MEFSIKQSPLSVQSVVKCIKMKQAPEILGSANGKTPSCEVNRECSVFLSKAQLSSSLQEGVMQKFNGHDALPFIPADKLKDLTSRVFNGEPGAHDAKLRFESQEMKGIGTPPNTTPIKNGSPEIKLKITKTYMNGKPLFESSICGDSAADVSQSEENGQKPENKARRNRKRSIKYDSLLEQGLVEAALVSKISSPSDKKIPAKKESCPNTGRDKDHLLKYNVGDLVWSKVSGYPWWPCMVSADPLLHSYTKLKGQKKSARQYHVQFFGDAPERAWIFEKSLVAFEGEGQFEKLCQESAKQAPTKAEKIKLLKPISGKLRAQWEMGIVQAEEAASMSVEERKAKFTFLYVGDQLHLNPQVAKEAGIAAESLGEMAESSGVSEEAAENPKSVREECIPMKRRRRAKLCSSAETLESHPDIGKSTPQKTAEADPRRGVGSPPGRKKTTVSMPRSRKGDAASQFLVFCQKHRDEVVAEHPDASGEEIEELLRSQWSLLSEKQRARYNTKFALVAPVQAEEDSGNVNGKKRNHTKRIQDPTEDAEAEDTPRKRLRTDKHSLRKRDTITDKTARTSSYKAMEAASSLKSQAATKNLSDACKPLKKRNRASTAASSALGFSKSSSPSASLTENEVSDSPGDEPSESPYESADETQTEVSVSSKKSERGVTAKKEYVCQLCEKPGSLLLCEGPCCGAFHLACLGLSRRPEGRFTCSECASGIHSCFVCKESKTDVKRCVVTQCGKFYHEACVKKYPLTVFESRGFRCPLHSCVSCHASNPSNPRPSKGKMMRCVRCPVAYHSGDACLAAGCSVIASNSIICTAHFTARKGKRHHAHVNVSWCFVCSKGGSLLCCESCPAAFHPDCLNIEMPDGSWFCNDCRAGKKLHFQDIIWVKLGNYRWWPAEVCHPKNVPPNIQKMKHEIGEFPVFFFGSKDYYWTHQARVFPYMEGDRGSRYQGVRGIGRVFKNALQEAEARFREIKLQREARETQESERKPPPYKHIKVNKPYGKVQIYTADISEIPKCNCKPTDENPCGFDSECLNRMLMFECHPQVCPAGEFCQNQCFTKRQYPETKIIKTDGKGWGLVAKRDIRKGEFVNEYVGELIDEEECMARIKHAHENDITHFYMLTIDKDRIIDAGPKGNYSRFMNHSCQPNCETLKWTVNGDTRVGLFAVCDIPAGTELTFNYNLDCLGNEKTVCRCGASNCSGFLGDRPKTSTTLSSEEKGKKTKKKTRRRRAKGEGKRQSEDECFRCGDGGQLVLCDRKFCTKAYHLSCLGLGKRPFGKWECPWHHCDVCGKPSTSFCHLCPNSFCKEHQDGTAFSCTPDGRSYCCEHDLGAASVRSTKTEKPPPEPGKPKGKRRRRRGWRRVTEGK
# * hit, by the source's call. The list is partial; rates above refer to the full screens.
SMILES,NSD2 inh
C[C@H](CO)N1C[C@H](C)[C@H](CN(C)Cc2ccc(Cl)c(Cl)c2)Oc2c(NS(=O)(=O)c3cccs3)cccc2C1=O,2
C[C@@H]1CN([C@H](C)CO)C(=O)c2cc(C#Cc3ccccn3)cnc2O[C@@H]1CN(C)C(=O)CCN1CCCCC1,-2
C[C@H]1CN([C@@H](C)CO)C(=O)c2cc(NC(=O)CCCN(C)C)ccc2O[C@H]1CN(C)S(=O)(=O)c1ccccc1,19
C/C=C/c1ccc2c(c1)O[C@@H](CN(C)C(=O)NC1CCCC1)[C@@H](C)CN([C@H](C)CO)S2(=O)=O,-8
C[C@H](CO)N1C[C@H](C)[C@@H](CN(C)S(=O)(=O)c2ccc(Cl)cc2)Oc2ccc(NS(=O)(=O)c3ccc(F)cc3)cc2CC1=O,-8
Cc1noc(C)c1NC(=O)N(C)C[C@H]1Oc2ccc(NC(=O)CCCCCC(=O)Nc3ccccc3N)cc2C(=O)N([C@H](C)CO)C[C@@H]1C,2
C[C@@H]1CN([C@H](C)CO)S(=O)(=O)c2ccc(C#CC3CC3)cc2O[C@H]1CN(C)Cc1ccncc1,15
COCC#Cc1ccc2c(c1)O[C@@H](CN(C)S(=O)(=O)c1cccc(OC)c1)[C@H](C)CN([C@H](C)CO)S2(=O)=O,3
COCC#Cc1ccc2c(c1)O[C@@H](CN(C)C(=O)c1ccccc1F)[C@H](C)CN([C@H](C)CO)S2(=O)=O,5
NC(N)=NC(=O)c1nc(Cl)c(N2CCCCCC2)nc1N,14
O=C(NO)c1cccc(C(=O)N/N=C/c2ccc(CO)o2)c1,0
C[C@H](CO)N1C[C@H](C)[C@H](CN(C)S(C)(=O)=O)OCCCC[C@H](C)Oc2ccc(NC(=O)Nc3ccccc3)cc2C1=O,3
C[C@H](CO)N1C[C@H](C)[C@H](CN(C)CC2CCCCC2)Oc2ccc(NS(C)(=O)=O)cc2CC1=O,-3
COc1ccc(S(=O)(=O)N(C)C[C@H]2OCCCC[C@H](C)Oc3ccc(NS(=O)(=O)c4cccs4)cc3C(=O)N([C@@H](C)CO)C[C@H]2C)cc1,-1
C[C@@H]1CCCCO[C@H](CN(C)Cc2ccccc2)[C@H](C)CN([C@H](C)CO)C(=O)c2cc(NC(=O)Cc3ccccc3)ccc2O1,19

# The final 2 compounds of the part before open the next one:
SMILES,NSD2 inh
COc1ccc(S(=O)(=O)N(C)C[C@H]2OCCCC[C@H](C)Oc3ccc(NS(=O)(=O)c4cccs4)cc3C(=O)N([C@@H](C)CO)C[C@H]2C)cc1,-1
C[C@@H]1CCCCO[C@H](CN(C)Cc2ccccc2)[C@H](C)CN([C@H](C)CO)C(=O)c2cc(NC(=O)Cc3ccccc3)ccc2O1,19
CC(=O)OC(CCCCCCCCCC(C)O)Cc1cc(O)cc(O)c1 (configuration not stated),-4
CC1OC(O[C@H]2[C@@H](O)C[C@@]3(C)C([C@H](O)C[C@]4(C)C3CC=C3[C@@H]5CC(C)(C)CC[C@]5(C(=O)OC5OC(C)C(OC6OCC(OC7OCC(O)C(OC8OCC(O)C(O)C8O)C7O)C(O)C6O)C(O)C5O)CC[C@]34C)[C@]2(C)CO)C(O)C(OC2OC(CO)C(O)C(O)C2O)C1O (some centres not stated),-4
COc1ccc(S(=O)(=O)N(C)C[C@@H]2Oc3ccc(NC(=O)c4ccncc4)cc3CC(=O)N([C@H](C)CO)C[C@@H]2C)cc1,4
COc1cccc(-c2ccc3c(c2)O[C@H](CN(C)Cc2ccncc2)[C@@H](C)CN([C@H](C)CO)S3(=O)=O)c1,20
Cc1noc(C)c1NC(=O)Nc1ccc2c(c1)C(=O)N([C@H](C)CO)C[C@@H](C)[C@@H](CN(C)Cc1ccc(Cl)c(Cl)c1)O2,-8
C[C@H](CO)N1C[C@H](C)[C@@H](CN(C)C(=O)c2ccccc2)Oc2ncc(C#Cc3ccccc3)cc2C1=O,-5
COc1ccc(NC(=O)Nc2ccc3c(c2)CC(=O)N([C@@H](C)CO)C[C@H](C)[C@@H](CN(C)S(=O)(=O)c2c(C)noc2C)O3)cc1,5
NS(=O)(=O)c1cc(C(=O)O)cc(N2CCCC2)c1Oc1ccccc1,-5
CO[C@H](CN(C)C(=O)Nc1ccc(C(F)(F)F)cc1)[C@H](C)CN(Cc1ccccc1Cl)[C@H](C)CO,5
COCCOC(=O)N1C(=O)[C@@]2(c3cc(C#CC4=CCCCC4)ccc31)[C@H](c1ccc(O)cc1)N1[C@H](c3ccccc3)[C@H](c3ccccc3)OC(=O)[C@H]1[C@@H]2C(N)=O,-9
C[C@@H]1CN([C@H](C)CO)C(=O)c2cc(NS(=O)(=O)c3cccs3)ccc2O[C@@H]1CN(C)S(=O)(=O)c1ccccc1,-1
C[C@H]1CN([C@@H](C)CO)C(=O)c2cccc(N(C)C)c2O[C@@H]1CN(C)Cc1ccncc1,2
CC(C)NC(=O)Nc1ccc2c(c1)C(=O)N([C@H](C)CO)C[C@H](C)[C@H](CN(C)C(=O)C1CCCCC1)OCCCC[C@@H](C)O2,10
C[C@@H]1CN([C@@H](C)CO)C(=O)Cc2cc(NC(=O)Nc3ccccc3)ccc2O[C@H]1CN(C)Cc1ccc(-c2ccccc2)cc1,6
C[C@@H]1CN([C@@H](C)CO)C(=O)c2cc(NC(=O)CCCN(C)C)ccc2O[C@@H](C)CCCCO[C@H]1CN(C)C(=O)CCC(F)(F)F,-4

# Random excerpt: 4 compounds from above
SMILES,NSD2 inh
C[C@H]1CN([C@@H](C)CO)C(=O)c2cccc(N(C)C)c2O[C@@H]1CN(C)Cc1ccncc1,2
COc1ccc(S(=O)(=O)N(C)C[C@@H]2Oc3ccc(NC(=O)c4ccncc4)cc3CC(=O)N([C@H](C)CO)C[C@@H]2C)cc1,4
CC(=O)OC(CCCCCCCCCC(C)O)Cc1cc(O)cc(O)c1 (configuration not stated),-4
NS(=O)(=O)c1cc(C(=O)O)cc(N2CCCC2)c1Oc1ccccc1,-5

# Two of these compounds in a different format.
CC(=O)OC(CCCCCCCCCC(C)O)Cc1cc(O)cc(O)c1 (configuration not stated)
  NSD2 inh: -4

CC1OC(O[C@H]2[C@@H](O)C[C@@]3(C)C([C@H](O)C[C@]4(C)C3CC=C3[C@@H]5CC(C)(C)CC[C@]5(C(=O)OC5OC(C)C(OC6OCC(OC7OCC(O)C(OC8OCC(O)C(O)C8O)C7O)C(O)C6O)C(O)C5O)CC[C@]34C)[C@]2(C)CO)C(O)C(OC2OC(CO)C(O)C(O)C2O)C1O (some centres not stated)
  NSD2 inh: -4

# The listing continues.
SMILES,NSD2 inh
CN(C)CC(=O)Nc1ccc2c(c1)[C@@H]1C[C@H](CC(=O)NCc3ccc(-c4ccccc4)cc3)O[C@H](CO)[C@@H]1O2,-7
COCC#Cc1ccc2c(c1)O[C@H](CN(C)Cc1ccccc1)[C@H](C)CN([C@H](C)CO)S2(=O)=O,-4
C[C@@H]1CN([C@@H](C)CO)C(=O)c2cc(NC(=O)CCC(F)(F)F)ccc2O[C@H]1CN(C)Cc1ccncc1,1
C[C@H]1CN([C@@H](C)CO)C(=O)c2cc(C#CCN(C)C)cnc2O[C@H]1CN(C)Cc1ccccc1F,-4
CCCCC/C=C\C/C=C\CCCCCCCC(N)=O,1
C[C@@H]1CN([C@@H](C)CO)C(=O)Cc2cc(NS(C)(=O)=O)ccc2O[C@H]1CN(C)C(=O)Nc1ccc2c(c1)OCO2,5
O=C(O)Cc1ccc(OCCNC[C@H](O)c2ccccc2)cc1,-2
CC(C)NC(=O)N(C)C[C@@H]1Oc2ccc(NC(=O)Cn3cnnn3)cc2CC(=O)N([C@H](C)CO)C[C@H]1C,6
CC(C)N(C(=O)N1CCN(c2ccnc3cc(Cl)ccc23)CC1)C(C)C,-3
COc1ccc(S(=O)(=O)N(C)C[C@H]2Oc3ccc(NC(=O)CCCCCC(=O)Nc4ccccc4N)cc3CC(=O)N([C@@H](C)CO)C[C@H]2C)cc1,-4
C[C@@H]1CN([C@@H](C)CO)C(=O)CCCn2cc(nn2)CO[C@@H]1CN(C)S(=O)(=O)c1ccccc1,3
C[C@H]1CN([C@@H](C)CO)C(=O)c2cc(NC(=O)C3CC3)ccc2O[C@@H]1CN(C)Cc1ccc(C(F)(F)F)cc1,-2
C[C@@H]1CN([C@H](C)CO)C(=O)c2cc(NC(=O)Nc3ccc(F)cc3)ccc2O[C@@H]1CN(C)Cc1ccccc1,-2
C[C@@H]1CN([C@@H](C)CO)C(=O)Cc2cc(NC(=O)Nc3ccc4c(c3)OCO4)ccc2O[C@H]1CN(C)Cc1ccc(Cl)c(Cl)c1,6
C[C@H](CO)N1C[C@H](C)[C@@H](CN(C)S(=O)(=O)c2cn(C)cn2)Oc2ccc(NS(=O)(=O)c3cn(C)cn3)cc2CC1=O,0
C[C@@H]1CCCCO[C@@H](CN(C)Cc2ccc(C(F)(F)F)cc2)[C@H](C)CN([C@@H](C)CO)C(=O)c2cc(NS(=O)(=O)c3ccccc3)ccc2O1,-7
C[C@@H]1CN([C@@H](C)CO)C(=O)c2cccc(NC(=O)C3CCOCC3)c2O[C@H]1CN(C)C,-3
O=C(N/N=C/c1c(F)c(F)c(F)c(F)c1F)c1ccccc1O,-1
CCCNC(=O)N(C)C[C@@H]1Oc2cc(-c3ccccc3F)ccc2S(=O)(=O)N([C@H](C)CO)C[C@@H]1C,-6
COc1ccc(S(=O)(=O)N(C)C[C@@H]2Oc3ccc(NC(=O)CCCN(C)C)cc3CC(=O)N([C@@H](C)CO)C[C@@H]2C)cc1,5
C[C@H]1CN([C@@H](C)CO)C(=O)c2cc(C#CC(C)(C)O)cnc2O[C@@H]1CN(C)C(=O)CN(C)C,-1
CC(=O)O[C@@H]1[C@@H](OC(=O)/C=C/c2ccccc2)[C@@H](OC(=O)/C=C/c2ccccc2)[C@H](O[C@H]2[C@@H]3C=CO[C@@H](O[C@@H]4O[C@H](CO)[C@@H](O)[C@H](O)[C@H]4O)[C@@H]3[C@@]3(CO)O[C@@H]23)O[C@H]1C,8
C[C@H](CO)N1C[C@H](C)[C@@H](CN(C)S(=O)(=O)c2ccc(F)cc2)Oc2ncc(-c3cccc(C(=O)N(C)C)c3)cc2C1=O,-2
Nc1cccc(COc2ccc(/C=C/C(=O)NO)cc2)c1,6
COC(=O)C[C@@H]1C[C@@H]2c3cc(NC(=O)Nc4ccccc4F)ccc3O[C@@H]2[C@@H](CO)O1,6
COc1ccccc1-c1ccc2c(c1)O[C@H](CN(C)C(=O)Nc1cccc(F)c1)[C@H](C)CN([C@H](C)CO)S2(=O)=O,-8
COc1cc(OC)c(/C=N/NC(=O)c2cccc(C(=O)NO)c2)c(OC)c1,4
C[C@@H]1CCCCO[C@H](CN(C)Cc2ccc(Cl)c(Cl)c2)[C@@H](C)CN([C@H](C)CO)C(=O)c2cc(NS(=O)(=O)c3ccc(Cl)cc3)ccc2O1,0
C[C@@H]1CCCCO[C@@H](CN(C)C(=O)Nc2ccccc2)[C@H](C)CN([C@H](C)CO)C(=O)c2cc(NC(=O)Nc3ccc(F)cc3)ccc2O1,-4
C[C@H](CO)N1C[C@H](C)[C@H](CN(C)S(=O)(=O)c2ccc(F)cc2)Oc2c(NS(=O)(=O)c3ccc(F)cc3)cccc2C1=O,-2
C[C@H](CO)N1C[C@H](C)[C@@H](CN(C)Cc2ccc3c(c2)OCO3)OCCCC[C@H](C)Oc2ccc(NC(=O)c3ccccc3)cc2C1=O,4
C[C@@H]1CN([C@@H](C)CO)C(=O)Cc2cc(NC(=O)C3CC3)ccc2O[C@H]1CN(C)C(=O)Nc1ccc(C(F)(F)F)cc1,17
C/C=C/c1cnc2c(c1)C(=O)N([C@@H](C)CO)C[C@@H](C)[C@@H](CN(C)Cc1cncnc1)O2,-9
Cc1ccc(-c2ccc3c(c2)O[C@@H](CN(C)C(=O)C2CC2)[C@H](C)CN([C@@H](C)CO)S3(=O)=O)cc1,2
C[C@H]1CN([C@@H](C)CO)C(=O)Cc2cc(NC(=O)Cn3cnnn3)ccc2O[C@@H]1CN(C)Cc1ccc(Cl)c(Cl)c1,-12
COc1ccc(NC(=O)Nc2cccc3c2O[C@@H](CN(C)C(=O)Nc2cccc4ccccc24)[C@@H](C)CN([C@H](C)CO)C3=O)cc1,0
C[C@H](O)C#Cc1cnc2c(c1)C(=O)N([C@@H](C)CO)C[C@@H](C)[C@@H](CN(C)C(=O)c1ccccc1)O2,0
C[C@@H]1CCCCO[C@@H](CN(C)Cc2ccc(C(=O)O)cc2)[C@@H](C)CN([C@H](C)CO)C(=O)c2cc(NC(=O)Cc3ccccc3)ccc2O1,4
Cc1onc(NC(=O)NC(=O)c2ccccc2F)c1Br,-1
O=c1occ(CO)c(O)c1CN1CCc2ccccc2C1,-1
CC(C)NC(=O)N(C)C[C@H]1Oc2ccc(NC(=O)CCC(F)(F)F)cc2C(=O)N([C@H](C)CO)C[C@H]1C,5
C[C@@H]1CN([C@H](C)CO)S(=O)(=O)c2ccc(C#Cc3ccncc3)cc2O[C@@H]1CN(C)C(=O)c1ccncc1,0
C[C@H](CO)N1C[C@H](C)[C@@H](CN(C)Cc2ccc3c(c2)OCO3)OCCCC[C@H](C)Oc2ccc(NC(=O)CCC(F)(F)F)cc2C1=O,-1
CCCC#Cc1cnc2c(c1)C(=O)N([C@H](C)CO)C[C@H](C)[C@H](CN(C)S(=O)(=O)c1ccccc1)O2,2
C[C@@H]1CN([C@@H](C)CO)C(=O)c2cc(NC(=O)NC3CCCCC3)ccc2O[C@H]1CN(C)C(=O)NC1CCCCC1,-1
CC(=O)O[C@]1(C(C)=O)CC[C@H]2[C@@H]3C=C(C)C4=CC(=O)CC[C@]4(C)[C@H]3CC[C@@]21C,1
C[C@@H]1CCCCO[C@@H](CN(C)C(=O)Cc2ccccc2)[C@H](C)CN([C@@H](C)CO)C(=O)c2cc(NC(=O)c3ccncc3)ccc2O1,-4
C[C@H](CO)N1C[C@H](C)[C@@H](CN(C)Cc2ccc(-c3ccccc3)cc2)Oc2ccc(NC(=O)CCCCCC(=O)Nc3ccccc3N)cc2CC1=O,8
C[C@H](CO)N1C[C@H](C)[C@@H](CN(C)Cc2ccc(Oc3ccccc3)cc2)Oc2ccc(N(C)C)cc2CC1=O,5

# Assay outcomes from PubChem.
